Compound activity deposited in PubChem by several laboratories.
KOR beta-arrestin-1: kappa opioid receptor blockers – cell-based, luminescence, uHTS (AID 1778) | KOR beta-arrestin recruitment, luminescence, antagonist mode; higher % means a stronger effect | one-dose inhibition, % at 10 µM; IC50 in µM for titrated hits | 290,000 compounds, 0.091% hits; also: strong numbers were not always called active
NOD1 inhibition: inhibition of NOD1-driven NF-kB reporter – cell-based, luminescence, uHTS, primary screen (AID 1578) | one-dose inhibition, % at 4 µM; EC50 in µM for titrated hits | 290,000 compounds, 1% hits | NOD1-driven NF-kB luciferase reporter cells, luminescence; higher % means a stronger effect; in the data active = inhibition mostly above about 36%, no sharp cut-off; inactive = mostly below about 34%;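 also: HEK-293T reporter cells stimulated with the NOD1 agonist gamma-tri-DAP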
SIAH1 antagonists: blockers of Siah-1 interaction with plectin peptide – biochemical, fluorescence polarization, rhodamine-plectin, uHTS, primary screen (AID 1817); Siah-1 / rhodamine-plectin peptide fluorescence polarization; higher % means a stronger effect; displacement, % at 20 µM, or IC50 in µM where a hit was titrated; 290,000 compounds, 0.02% hits;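 active = displacement of at least 50% at 20 µM, with a fluorescence ratio check between 0.3 and a set limit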;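 also: plate controls were Siah plus tracer with DMSO for no effect and tracer alone without Siah for full effect; strong numbers were not always called active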
PhoP inhibition: inhibitors of PhoP regulon expression, primary screen, Salmonella Typhimurium, GFP reporter (AID 1863) | S. Typhimurium PhoP-regulated promoter GFP reporter, 4 h; higher % means a stronger effect | one-dose inhibition, % at 50 µM; IC50 in µM for titrated hits | 300,000 compounds, 0.16% hits;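 active = inhibition over 29.93%, a cutoff 3 SD above the screen mean, later confirmed by dose response; inconclusive = inhibition over 29.93% but no dose response follow-up; inactive = inhibition at most 29.93% or unconfirmed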;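 also: 0% = low Mg2+ inducing control and 100% = high Mg2+ repressing control; strong numbers were not always called active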
HIV fusion peptide: inhibitors of HIV fusion peptide binding, primary screen, biochemical, uHTS, fluorescence dequenching (AID 1986) | cell-free peptide binding, fluorescence dequenching, 30 min; higher % means a stronger effect | one-dose inhibition, % at 20 µM; IC50 in µM for titrated hits | 290,000 compounds, 0.3% hits; in the data active = inhibition mostly above about 52%, no sharp cut-off; inactive = mostly below about 76%; also: some results filed as inactive read as strong as hits
HEK293 NOD2/NF-kB: NOD2 signaling inhibitors, cell-based, luminescence, uHTS, HEK293 (AID 1566). 290,000 compounds, 0.63% hits. inhibition, % at 4 µM; hits with a dose series show EC50 in µM. HEK293 NOD2/NF-kB luciferase reporter, luminescence; higher % means a stronger effect; also: many of its hits are not listed in these tables
KOR beta-arrestin-2: kappa opioid receptor activators – cell-based, luminescence, uHTS, primary screen (AID 1777). 280,000 compounds, 0.02% hits. activation, % at 10 µM, or EC50 in µM where a hit was titrated. KOR beta-arrestin recruitment, luminescence; higher % means a stronger effect; in the data active = activation above about 50%, passing the limit was not always enough; also: a part of the inactive calls stands beside numbers as strong as those of hits
Myeloid diff 2: compounds promoting myeloid differentiation; ER-HoxA9 myeloid progenitors, lysozyme-GFP differentiation, flow cytometry; calls only at 10 µM; 360,000 compounds, 1% hits;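 active = normalized GFP-positive differentiation at or above the plate's own cutoff, the solvent-only control mean plus 3 SD; inconclusive = no clear call, values can overlap the other calls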;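 also: cells exposed to compound for four days before flow analysis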
LYP phosphatase: inhibitors of LYP phosphatase, biochemical, fluorescence intensity, uHTS (AID 1779) | recombinant LYP phosphatase, fluorescence intensity; higher % means a stronger effect | inhibition, % at 11.5 µM; hits with a dose series show IC50 in µM | 290,000 compounds, 0.054% hits;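 also: plate controls were vehicle with enzyme for no effect and no enzyme for full effect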
Myeloid diff 2 GFP+ MAC1+ %: also measured in Myeloid diff 2; calls as there; GFP+ MAC1+ double positive, %; measured here: differentiation confirmed by MAC1 staining
Numbers without * were called inactive; i = inactive; ? = inconclusive; nt = not tested or not shown; [ ] = dose if it differs, or a comment. Rule as the data show it, unless noted: active = inhibition above about 50%; inactive = the rest. Some of the compounds tested; count on the stated rates, not on these rows.

molecule	KOR beta-arrestin-1	NOD1 inhibition	SIAH1 antagonists	PhoP inhibition	HIV fusion peptide	HEK293 NOD2/NF-kB	KOR beta-arrestin-2	Myeloid diff 2	Myeloid diff 2 GFP+ MAC1+ %	LYP phosphatase
O=C(NCC(O)c1ccc([N+](=O)[O-])cc1)Nc1ccccc1 (stereo not given)	-36%	-5%	-4%	8%	-1.5%	-12%	3.5%	i	1.4	-3%
CCOC(=O)CCCNC(=O)CN1C(=O)NC(CCc2ccccc2)C1=O (stereo not given)	18%	-22%	0%	-5%	-1.1%	1%	1.9%	i	5.7	2%
O=C(NC1CC1)c1cccc(Nc2ccc(-c3ccc4c(c3)OCCO4)nn2)c1	-1%	-15%	0%	-2%	-0.7%	-19%	0.6%	i	1.1	2%
COc1cc2c(cc1OC)CN(C(=S)Nc1ccc(Cl)cc1)CC2	-5%	4%	2%	-5%	0.7%	9%	-1.4%	i	0.3	-8%
CCC(C)(C)n1nnnc1CN(Cc1ccc(Cl)cc1)Cc1ccco1	-1%	-16%	15%	3%	3.7%	-16%	-1.7%	i	0.7	0%
O=[N+]([O-])c1ccc(O)c(/C=N/Nc2ncnc3c2cnn3-c2ccccc2)c1	-1%	nt	-11%	9%	14%	nt	-3.9%	?	nt	-4%
COc1ccccc1/C=C/C(=O)NC(=S)Nc1ccc(S(=O)(=O)N(C)c2ccccc2)cc1	3%	34%	-2%	-16%	-1.9%	26%	-1.5%	i	0.8	-4%
CC(C)(C)NC(=O)C(=O)NNC(=O)c1ccccc1	-6%	-13%	4%	11%	4.2%	-1%	-1.2%	i	0.4	-11%
CCOC(=O)N1CCN(C(=O)C(CC(C)C)NC(=O)C2CCCCC2)CC1 (stereo not given)	-10%	-30%	-2%	-10%	2.3%	-12%	4.1%	i	0.8	-3%
CC(=O)Nc1nnc(-c2ccco2)o1	-6%	-18%	-3%	-1%	2.1%	17%	-4.6%	i	0.6	-3%
O=C1CCN(CCc2ccccc2)CCN1CCOc1ccccc1	19%[20 µM]	nt	-5%	nt	-0.6%	nt	4.2%	i	0.5	-10%
C=CCNC(=O)/C(C#N)=C/c1ccc(SC)cc1	14%	-11%	-2%	9%	0.2%	18%	-7.7%	i	0.5	-4%
COC(=O)C1=C(C)Nc2sc(C(N)=O)c(N)c2C1c1ccncc1 (stereo not given)	-18%	21%	-3%	-8%	1.5%	20%	-0.1%	i	0.6	-4%
Cc1ccc(-n2c(C)cc(C(=O)CSc3nncs3)c2C)cc1	-78%	12%	-4%	16%	-2.1%	-8%	-3.7%	nt	nt	1%
Cc1nc2c(sc(=S)n2Cc2ccco2)c(=O)n1CC(=O)Nc1cc(F)ccc1F	-18%	-6%	-2%	3%	4.8%	-6%	-1.9%	i	2.5	-1%
O=C(OCCOc1ccc(Br)cc1)c1cnccn1	-4%	-21%	1%	2%	0.0%	-1%	0.6%	i	0.7	-2%
CCOCCOC(=O)COc1ccc2c(-c3ccccc3)cc(=O)oc2c1	6%	-22%	3%	-1%	-1.4%	16%	0.2%	i	0.4	-6%
COc1cc(C(=O)NCc2nnc(SCC(=O)Nc3cccc(C)c3)o2)cc(OC)c1OC	21%	-22%	5%	-4%	0.5%	2%	-1.3%	i	0.3	-4%
COC(=O)CSc1nnc(-c2ccc(OC)c(OC)c2)o1	15%[20 µM]	-2%	9%	6%	-0.3%	1%	-2.4%	i	0.0	-10%
Cc1ccccc1C(=O)N[C@H](C(=O)OCC(=O)c1ccc[nH]1)C(C)C	-19%	-21%	0%	-6%	1.2%	12%	7.3%	i	0.3	0%

Reprinted at random: 2 records from the list.
molecule	KOR beta-arrestin-1	NOD1 inhibition	SIAH1 antagonists	PhoP inhibition	HIV fusion peptide	HEK293 NOD2/NF-kB	KOR beta-arrestin-2	Myeloid diff 2	Myeloid diff 2 GFP+ MAC1+ %	LYP phosphatase
COC(=O)CSc1nnc(-c2ccc(OC)c(OC)c2)o1	15%[20 µM]	-2%	9%	6%	-0.3%	1%	-2.4%	i	0.0	-10%
CC(=O)Nc1nnc(-c2ccco2)o1	-6%	-18%	-3%	-1%	2.1%	17%	-4.6%	i	0.6	-3%

The list continues.
molecule	KOR beta-arrestin-1	NOD1 inhibition	SIAH1 antagonists	PhoP inhibition	HIV fusion peptide	HEK293 NOD2/NF-kB	KOR beta-arrestin-2	Myeloid diff 2	Myeloid diff 2 GFP+ MAC1+ %	LYP phosphatase
CC(C)(CO)N=Cc1c(O)[nH]c2ccccc12	11%	-15%	-3%	-3%	-0.2%	22%	0.0%	i	2.3	-7%
COc1cc(C(=O)OCn2nnc3ccccc3c2=O)cc(OC)c1OC	-3%	-24%	2%	-8%	-0.3%	-13%	3.4%	i	0.8	3%
COc1ccc(-c2cc(C(=O)NN)[nH]n2)cc1	18%	-7%	-2%	-6%	-3.5%	6%	-3.6%	i	1.1	-7%
COc1ccc(CCNC(=O)CSc2n[nH]c(N)n2)cc1	15%	-15%	2%	-1%	-2.3%	18%	-3.9%	i	0.6	-7%
O=C(CCCC(=O)OCC(=O)c1ccc(Cl)cc1)NC1CCCCC1	11%	-7%	-1%	5%	0.4%	0%	-3.6%	i	7.4	-10%
Cn1nc(-c2ccc(NCCO)c([N+](=O)[O-])c2)c2ccccc2c1=O	16%	6%	7%	-1%	-1.1%	7%	-2.6%	i	0.7	-2%
Cc1ccc2nc3c(cc2c1)c(NC(=O)C1CCCO1)nn3CC(C)C (stereo not given)	42%	-20%	-2%	1%	2.6%	-9%	-3.0%	i	0.5	0%
COc1cccc(-c2nc(NC(C)C)c3ccccc3n2)c1O	1%	12%	-2%	-7%	13%	33%	-0.9%	i	0.8	2%
O=C(/C=C/c1ccccc1)N1CCOCC1	5%	-15%	5%	-3%	0.9%	-5%	5.0%	i	0.3	-5%
Fc1ccc(-c2nc(-c3cnccn3)no2)c(Cl)c1	35%	-10%	0%	0%	-1.2%	-88%	2.1%	i	0.2	-7%
CC(=O)c1cccc(NC(=O)c2ccc3c(c2)OCO3)c1	-9%[20 µM]	27%	-4%	3%	-1.3%	-24%	6.7%	i	0.7	-8%
Cc1ccc(C(=O)NCc2nnc(SCC(=O)NC(C)c3ccccc3)n2C)cc1 (stereo not given)	-10%	-35%	7%	-6%	-1.8%	-9%	-2.7%	i	0.0	-5%
Nc1ccc(C(=O)Oc2ccc([N+](=O)[O-])cc2)c(O)c1	27%	-6%	1%	2%	0.4%	-1%	-1.5%	nt	nt	1%
CCCCNS(=O)(=O)c1ccc2nc(SCC(=O)Nc3cc(C)cc(C)c3)[nH]c2c1	-13%	3%	22%	16%	3.5%	11%	2.9%	i	0.9	-2%
Cc1c(C(=O)Nc2ccc(F)c(F)c2)oc2ccc(S(=O)(=O)N3CCCCC3)cc12	10%	41%	2%	-2%	0.6%	16%	-3.1%	i	1.9	-1%
N/C(=N\S(=O)(=O)c1ccc(Cl)s1)c1ccccc1	-17%	0%	-1%	-6%	3.2%	-8%	4.6%	i	1.7	-13%
OCCCNCc1ccc(Cl)cc1Cl	-20%[20 µM]	-16%	0%	-5%	3.0%	0%	-8.4%	i	0.0	0%
Cn1nnc(NC(=S)NC(=O)c2ccco2)n1	-28%	-9%	-7%	12%	-1.2%	6%	1.4%	i	0.4	-6%
O=C(CCn1c(=O)oc2ccc(Cl)cc21)N1CCN(c2ccccc2)CC1	1%	-6%	4%	6%	-1.5%	20%	-6.7%	nt	nt	-8%
Cc1noc(C(=O)Nc2ccc(Cl)cc2)c1Cl	0%	-14%	4%	8%	-2.1%	8%	-5.8%	nt	nt	-7%
Cc1cccc(NC(=O)NCC2CC2)c1	-17%	-19%	0%	0%	-1.3%	2%	-4.5%	i	0.8	0%
CC(CCc1ccccc1)NC(=O)c1ccco1 (stereo not given)	-6%	-52%	5%	3%	0.0%	0%	-2.4%	i	1.1	-3%
COc1cc(C(=S)N2CCOCC2)ccc1OC(=O)c1ccc([N+](=O)[O-])cc1[N+](=O)[O-]	6%	-24%	6%	4%	-1.3%	6%	3.8%	i	0.6	-9%
CC(=O)Nc1cccc(NC(=O)C2CC(=O)N(C3CCCCC3)C2)c1 (stereo not given)	-15%	-43%	-2%	-2%	4.6%	1%	-4.1%	i	0.8	-2%
CN(C)/C=N/c1ncc(C(=O)c2ccccc2)s1	-22%	-27%	9%	3%	-1.2%	-38%	-3.9%	i	0.9	0%
Cc1ccc(C(=O)NC2CCCC2)cc1S(=O)(=O)N1CCCCC1	-6%	-19%	1%	-5%	1.4%	12%	-2.5%	i	0.3	-4%
Cc1ccccc1C(=O)NC(=S)Nc1ccccc1[N+](=O)[O-]	12%	-22%	2%	-2%	-1.4%	-17%	-5.7%	i	0.2	3%
Cc1cc(C)n(CCC(=O)Nc2ccc3c(c2)OCCO3)n1	-33%	-47%	-1%	8%	-0.2%	-4%	0.5%	i	1.1	-8%
N#CCC(=O)NNC(=S)NC(=O)C(c1ccccc1)c1ccccc1	-32%[20 µM]	-34%	5%	5%	4.1%	11%	nt	i	0.1	1%
COc1cccc(C(=O)CN2CCN(S(=O)(=O)c3cccc([N+](=O)[O-])c3)CC2)c1	-27%	-23%	0%	5%	-1.0%	-4%	-0.9%	i	0.2	-6%
O=C(/C=C/c1ccccc1)NC(=S)Nc1cccnc1	-5%	-4%	-1%	-1%	-1.5%	-7%	3.2%	i	1.8	-3%
O=C(C[n+]1cccc(Br)c1)c1ccccc1	-7%	1%	1%	-3%	0.6%	6%	1.0%	i	0.5	-6%
CC(C)NC(=O)CSc1nc(N)c(NC(=O)c2ccccc2F)c(=O)[nH]1	12%	-6%	-3%	30%	-0.2%	20%	0.5%	i	0.7	-5%
COCCNC(=O)COC(=O)/C=C/c1c(C)nn(Cc2ccc(Cl)cc2Cl)c1Cl	-18%	31%	2%	-4%	12%	12%	0.8%	i	0.7	-1%
COc1ccc(C(c2sc3nc(C)nn3c2O)N2CC(C)OC(C)C2)cc1OC (stereo not given)	33%	-44%	6%	4%	-1.4%	20%	5.8%	i	2.6	0%
O=c1ccc2cc3c([nH]c4ccc(Br)cc43)oc-2c1O	18%	-3%	-4%	8%	45%	17%	-2.8%	?	nt	1%
O=C(Cn1c(=O)oc2ccccc21)Nc1ccc(S(=O)(=O)N2CCCCC2)cc1	33%	1%	-4%	12%	3.1%	11%	-1.7%	i	0.2	-2%
Cc1ccc2nc(NCCCN3CCOCC3)c(C=NCCCN3CCOCC3)c(=O)n2c1	20%	-15%	8%	-12%	5.5%	-5%	-3.3%	nt	nt	-3%
Nc1ccc(O)c2c(=O)cc(-c3ccccc3Cl)oc12	10%	2%	44%	-2%	18%	-42%	-2.1%	i	0.1	4%
CCOc1ccc(NC(=NCc2ccc3c(c2)OCO3)SC2CC(=O)N(c3ccc(C(=O)O)cc3)C2=O)cc1 (stereo not given)	-5%	-11%	9%	13%	26µM*	30%	0.3%	i	0.3	6%
